MKP-3 inhibition – inhibition of rat DUSP6 enzyme activity – biochemical, in vitro, primary screen (AID 425); recombinant MKP-3 phosphatase activity, fluorescence; higher % means a stronger effect; one-dose inhibition, % at 20 µM; IC50 in µM for titrated hits; 0.17% of 110,000 active; in the data active means inhibition above about 50%;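 further: plate controls were vehicle for no effect and reference inhibitor for full effect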
Hsp70 displacement – small molecules displacing fluorescent ligand from Hsp70 – biochemical, fluorescence polarization, primary screen (AID 583) | Hsp70 fluorescence polarization probe displacement, mP; higher % means a stronger effect | displacement, % at 20 µM, or IC50 in µM where a hit was titrated | 0.06% of 140,000 active; in the data active means displacement above about 50%;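 further: plate controls were vehicle for no effect and reference ligand for full effect; a part of the inactive calls stands beside numbers as strong as those of hits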
* marks the source's active call; other numbers are inactive results; . = not tested or not shown; & = joins results of further samples. This is a subset. The share of hits here may be higher or lower than overall.

nr	MKP-3 inhibition	Hsp70 displacement	SMILES
1	-15%	-0.5%	CC(=O)c1cccc(NC(=O)/C(=C\c2cccs2)NC(=O)c2ccccc2)c1
2	.	-0.1%	CCCN(CCC)C(=O)Cc1coc2ccc3ccccc3c12
3	-5%	-0.7%	Cc1ccc(NC(=O)CCN2CCN(C/C=C/c3ccccc3)CC2)cc1C
4	1%	.	c1cncc(C(c2nnnn2C2CCCC2)N2CCCC2)c1 (stereo not drawn)
5	7%	3.2%	C=CCN(CC=C)C(=O)c1ccc(OC)cc1
6	3%	-1.6%	COc1ccccc1C/C(N)=N/OC(=O)COc1cccc(C)c1
7	.	0.6%	O=C(Nc1cc(C(F)(F)F)ccc1-n1cncn1)c1ccc(Br)cc1
8	1%	-6.4%	COc1ccc(C2C(C(=O)c3sc(C)nc3C)=C(O)C(=O)N2CCCn2ccnc2)cc1 (stereo not drawn)
9	-15%	-3.5%	CCOC(=O)Cn1c(=O)c2c(nc(Br)n2CC(=O)OCC)n(C)c1=O
10	1%	2.5%	CCOC(=O)/C=C/COc1ccc2oc(-c3ccccc3)c(C(=O)OCC)c2c1
11	.	1.2%	Cn1c(N)c(C(=O)COC(=O)C2(c3ccc(F)cc3)CCCC2)c(=O)n(C)c1=O
12	2%	3.0%	COc1ccc(OC)c(/C=C2\SC(N3CCCCCC3)=NC2=O)c1
13	2%	-4.1%	COc1ccc(C(=O)N/C(N)=N/c2nc3ccccc3o2)cc1
14	-4%	3.0%	CC1(C)CC2CC(C)(CN2c2ncnc3ccccc23)C1 (stereo not drawn)
15	-3%	56%	COC(=O)c1ccc(Nc2nnc(-c3ccc(C(=O)NCCO)cc3)c3ccccc23)cc1
16	1%	5.1%	Cc1ccc(OCCNC(=O)c2cccc3ccccc23)cc1C
17	.	3.6%	CCOC(=O)C1C(=O)NC(N2CCN(c3ccccc3)CC2)=NC1c1ccccc1 (stereo not drawn)
18	4%	.	CCCC(=O)NS(=O)(=O)c1ccc(NC(=O)c2ccccc2)cc1
19	5%	-3.7%	O=C(Nc1nc(-c2ccccc2)cs1)c1ccc(Cl)cc1Cl
20	0%	-0.4%	O=C1/C(=C\c2ccc(C(F)(F)F)cc2)SC(=S)N1c1cccc(Cl)c1
21	-1%	-0.1%	CCOC(=O)COc1ccc(/C=N/NC(=O)c2nonc2N)cc1OC
22	0%	.	Cc1ccccc1-c1nc(Cc2ccc(Cl)cc2)no1
23	0%	0.0%	CCN(CC)S(=O)(=O)N1CCC(C(=O)NC(C)CCc2ccccc2)CC1 (stereo not drawn)
24	-7%	1.8%	CC(=O)N1CCN=C1SCc1ccc(C)cc1
25	-2%	4.7%	O=C(COc1cccc2cccnc12)Nc1nccs1
26	1%	-133%	CCN(CC)c1ccc(/C=C/C(=O)c2ccc(NC(C)=O)cc2)cc1
27	-3%	-1.0%	Clc1ccc2oc(-c3ccccc3Cl)nc2c1
28	-4%	2.7%	CCC(=O)N1CC2(C)CN(C(=O)CC)CC(C)(C1)C2
29	4%	8.4%	O=C(COC(=O)c1cccc(S(=O)(=O)N2CCOCC2)c1)c1ccccc1
30	0%	-1.4%	CCOC(=O)/C(=N\O)C1=NC(C)(C)C(C)c2ccccc21 (stereo not drawn)
31	2%	-0.4%	CN(C)Cn1c(O)c(N=NC(=O)c2ccncc2)c2ccccc21
32	-3%&-1%	5.5%&3.3%	Cc1cccc(NC(=O)CSC(N)=O)c1C

The list goes on; it opens with the 4 that closed the last part.
nr	MKP-3 inhibition	Hsp70 displacement	SMILES
29	4%	8.4%	O=C(COC(=O)c1cccc(S(=O)(=O)N2CCOCC2)c1)c1ccccc1
30	0%	-1.4%	CCOC(=O)/C(=N\O)C1=NC(C)(C)C(C)c2ccccc21 (stereo not drawn)
31	2%	-0.4%	CN(C)Cn1c(O)c(N=NC(=O)c2ccncc2)c2ccccc21
32	-3%&-1%	5.5%&3.3%	Cc1cccc(NC(=O)CSC(N)=O)c1C
33	-6%	1.9%	N#Cc1c(N2CCOCC2)nc(N2CCCCC2)c2c1CCN(C1CCCCC1)C2
34	6%	19%	CC1=NN(c2ccc(C(=O)O)cc2)C(=O)/C1=C\c1ccc(-c2cccc(C(=O)O)c2)o1
35	.	2.3%	Cn1c2c(c(=O)n(C)c1=O)C(c1cccc([N+](=O)[O-])c1)Nc1ccccc1O2 (stereo not drawn)
36	-4%	-2.6%	CCOC(=O)N1CCC(NC(=O)CS(=O)(=O)Cc2nc(-c3ccc(C)cc3)oc2C)CC1
37	-4%	1.0%	Cc1ccc(NC(=O)CSc2nnc(Cc3cccn3C)n2-c2ccc(F)cc2)c(C)c1
38	-4%	-5.5%	Cc1sc2ncnc(Sc3nnc4sc5ccccc5n34)c2c1C
39	0%	1.3%	O=C(NC(=S)Nc1ccc(-c2nc3cc(Cl)ccc3o2)cc1)c1ccc(Cl)cc1
40	0%	-0.7%	Cc1nnc(NC(=O)CSc2nc3c(c(=O)n2C)SC(C)C3)s1 (stereo not drawn)
41	0%	-5.8%	Nn1cnc2scc(-c3ccccc3)c2c1=O
42	.	1.6%	COc1ccc(OCCSc2nnc(CC(=O)Nc3cccc(Cl)c3Cl)n2C)cc1
43	3%	-0.3%	CCOC(=O)c1c(NC(=O)CSc2nc3ccccc3s2)sc2c1CCC2
44	-5%	-0.7%	O=C(c1cc(-c2cccc(O)c2)on1)N1CCc2ccccc2C1
45	4%	-3.0%	O=C(c1ccccc1F)N1CCN(C2CCN(Cc3ccccc3)CC2)CC1
46	.	4.4%	Cc1ccc(N2C(=O)C(Cl)=C(N3CCN(C)CC3)C2=O)c(C)c1
47	.	1.9%	CCc1ccccc1NC(=O)/C(=C/c1ccco1)c1ccccc1
48	.	-4.6%	Cc1ccc2c(C)ccc(O)c2n1
49	2%	3.4%	O=C(COC(=O)c1ccncc1)NCc1ccccc1
50	0%	-2.0%	CC1(C)CC(=O)C(C(C2=C(O)CC(C)(C)CC2=O)c2cccnc2)C(=O)C1 (stereo not drawn)
51	.	-0.9%	COc1cc(C(C[N+](=O)[O-])c2c(-c3ccccc3)cc3ccccn23)cc(OC)c1OC (stereo not drawn)
52	5%	-4.6%	COc1ccc(NC2(c3ccccc3)OC(=O)c3ccccc32)cc1 (stereo not drawn)
53	.	-2.2%	COc1ccc(CNC(=O)C(c2cccs2)N(Cc2ccco2)C(=O)Cc2cccs2)cc1 (stereo not drawn)
54	.	-5.6%	CC(=O)OC(C(=O)Nc1ccccc1C)C(OC(C)=O)C(OC(C)=O)C(OC(C)=O)C(=O)Nc1ccccc1C (stereo not drawn)
55	.	-1.8%	Cc1ccc(S(=O)(=O)N(CC(=O)NC2CCCCCC2)c2ccccc2F)cc1
56	3%	-0.4%	C=CCOC(=O)C1=C(C)NC(C)=C(C(=O)OCC=C)C1/C=C/c1ccccc1
57	4%	-73%	CN1CCN(c2nc3ccccn3c(=O)c2/C=C2\SC(=S)N(CC3CCCO3)C2=O)CC1 (stereo not drawn)
58	-2%	-1.4%	CCCCCOC(=O)Cc1c(C)nc(-c2ccccc2)[nH]c1=O
59	-4%&1%	0.5%&-0.8%	CC(C)(C)c1cc(Cc2ccccc2)[nH]n1
60	-4%	-1.0%	COc1ccc(N2CCN(C(=O)c3ccc(S(=O)(=O)N4CCOCC4)cc3)CC2)cc1
61	-11%	2.9%	CCOc1ccc2c(c1)cc(CN(C(=O)CC)C1CCCCC1)c1nnnn12
62	-9%	-5.6%	O=C(Nc1ccc2c(c1)OCO2)N1CCOCC1
63	-6%	1.9%	CCOC(=O)C1CCN(C(=O)C2CC(=O)N(c3ccc(C)cc3)C2)CC1 (stereo not drawn)
64	2%	-1.6%	O=[N+]([O-])c1ccc(N2CCN(S(=O)(=O)c3ccc(Cl)cc3)CC2)cc1NCc1ccccc1

Full records from above. Values in the order: MKP-3 inhibition, Hsp70 displacement
Results for CCN(CC)S(=O)(=O)N1CCC(C(=O)NC(C)CCc2ccccc2)CC1 (stereo not drawn) : 0%, 0.0%
Results for CCOC(=O)/C=C/COc1ccc2oc(-c3ccccc3)c(C(=O)OCC)c2c1 : 1%, 2.5%
Results for COc1ccc(NC2(c3ccccc3)OC(=O)c3ccccc32)cc1 (stereo not drawn) : 5%, -4.6%
Results for O=C1/C(=C\c2ccc(C(F)(F)F)cc2)SC(=S)N1c1cccc(Cl)c1 : 0%, -0.4%
Results for CCOC(=O)c1c(NC(=O)CSc2nc3ccccc3s2)sc2c1CCC2 : 3%, -0.3%

The results go on.
nr	MKP-3 inhibition	Hsp70 displacement	SMILES
65	-6%	3.5%	COc1ccc(-c2nnc3ccc(SCC(=O)N4CCCCCC4)nn23)cc1OC
66	-5%	-7.3%	CC(=O)NC(C)C(=O)OCC(=O)Nc1ccc(Br)cc1 (stereo not drawn)
67	.	16%	CC(=O)NCCC(=O)NCc1ccc(F)cc1
68	-5%	.	CC(=O)N1C(c2ccccc2)CC(=O)OC1c1ccc2c(c1)OCO2 (stereo not drawn)
69	2%	0.6%	CCC(C)(C)NC(=O)CN(CC1CCCO1)C(=O)CCC(=O)Nc1nccs1 (stereo not drawn)
70	-1%	-2.1%&-4.5%	COc1ccc2c(c1OC)C(=O)OC2Nc1ncccc1C (stereo not drawn)
71	.	-0.1%	CC(NC(=O)CCC1COc2ccccc2O1)c1ccccc1 (stereo not drawn)
72	1%	6.7%	Cn1nnc(NCc2cc(Br)ccc2OCc2cccs2)n1
73	4%	4.4%	c1ccc(-c2cc(-c3ccccc3)nc(N3CCCCC3)n2)cc1
74	-2%	0.3%	CC(=O)N1CCc2cc(S(=O)(=O)CCC(=O)O)ccc21
75	2%	3.6%	COc1cccc(Nc2ccccc2C)c1
76	-5%	3.9%	COc1cc(NC2=CC(=O)CC(C)(C)C2)cc(OC)c1
77	3%	-7.0%	CCOc1cc(OCC)cc(C(=O)Nc2cccc(-c3nc4cc(C)ccc4o3)c2C)c1
78	-3%	4.7%	Cc1ccc(-c2cc3c(nn2)-c2ccccc2C3=O)cc1
79	-1%	-1.4%	CC(C)N(C(=O)c1ccc(C(=O)N(C(C)C)C(C)C)cc1)C(C)C
80	-2%	-1.6%	O=C(NC(c1ccccc1)c1ccccc1)c1ccc([N+](=O)[O-])cc1Cl
81	.	2.7%	COCCNC(=O)CCCCCn1c(=S)[nH]c2ccccc2c1=O
82	-4%	3.0%	CC1Cc2ccccc2N1C(=O)COC(=O)C1=COCCO1 (stereo not drawn)
83	-8%	3.5%	Cc1oc(C)c(C(=O)NCCCC(=O)O)c1C(=O)NCCCC(=O)O
84	-4%	2.8%	Cc1ccc(-n2nnnc2SCCNS(=O)(=O)c2ccccc2)cc1C
85	-6%	1.4%	O=C1NC(c2cccc(I)c2)Oc2ccccc21 (stereo not drawn)
86	2%	1.8%	Cc1ccc(C(=O)N/C(=C/c2ccc(Br)cc2)C(=O)NN)cc1
87	4%&-4%	-3.8%&3.5%	OCn1ncn(-c2ccccc2)c1=S
88	-3%	8.8%	CCOc1cc(C(=S)N2CCOCC2)cc(Br)c1O

Random excerpt: three records from the list
nr	MKP-3 inhibition	Hsp70 displacement	SMILES
88	-3%	8.8%	CCOc1cc(C(=S)N2CCOCC2)cc(Br)c1O
85	-6%	1.4%	O=C1NC(c2cccc(I)c2)Oc2ccccc21 (stereo not drawn)
86	2%	1.8%	Cc1ccc(C(=O)N/C(=C/c2ccc(Br)cc2)C(=O)NN)cc1

Further structures.
nr	MKP-3 inhibition	Hsp70 displacement	SMILES
89	3%	1.2%	CCOc1ccc(C(=O)Nc2cc(-c3nc4ccccc4o3)ccc2C)cc1[N+](=O)[O-]
90	-15%	0.6%	CCc1nc(-c2cc3ccc(C)cc3[nH]c2=O)no1
91	1%	2.0%	Cc1cc(C)nc(NC(=O)c2cccc(F)c2)c1
92	0%	2.9%	CCc1cc2c(=O)n(-c3ccccc3)c(SCC(=O)c3ccc(Cl)cc3)nc2s1
93	2%	-4.4%	O=C(NC(=S)Nc1cccc2ccccc12)c1ccco1
94	-6%	4.5%	CC(C)Cc1ccc(C#N)c(SCC(N)=O)n1
95	-2%	7.2%	CCCS(=O)(=O)Nc1c(C(=O)O)[nH]c2ccccc12
96	16%	-3.8%	CCc1ccc(-c2nc3cc(NC(=O)c4ccccc4OC)ccc3o2)cc1

An excerpt of these results, tab-delimited.
item	SMILES	MKP-3 inhibition	Hsp70 displacement
93	O=C(NC(=S)Nc1cccc2ccccc12)c1ccco1	2%	-4.4%
94	CC(C)Cc1ccc(C#N)c(SCC(N)=O)n1	-6%	4.5%

New compounds follow.
nr	MKP-3 inhibition	Hsp70 displacement	SMILES
97	2%	-4.5%	O=C1c2ccccc2C(=O)N1CCCc1nc2ccccc2c(=O)n1-c1nccs1
98	4%	-2.8%	CCOC(=O)C(=CNCCCC(=O)O)C(=O)OCC
99	-4%	3.7%	CSc1nn(CN2CCCCC2)c(=S)s1
100	-10%	-0.6%	Cc1c(C)c2cc(Cl)c(O)c(CN3CCCCC3)c2oc1=O
101	-2%	0.3%	O=C(Nc1sc2c(c1C(=O)N1CCCCC1)CCCCC2)c1ccncc1
102	.	11%	Cc1nc2ncnn2c(C)c1CCC(=O)O
103	.	-2.0%	Cc1nn2c3ccccc3n(Cc3ccccc3)c2nc1=O
104	3%	-1.0%	NNC(=O)/C(=C/c1ccc2c(c1)OCO2)NC(=O)c1ccccc1
105	-14%	-0.6%	CCOC(=O)CSC1=C(C#N)C(c2ccccc2C)C2=C(CCCC2=O)N1 (stereo not drawn)
106	3%	-2.7%	COc1cccc(/C=C2/SC(N)=NC2=O)c1
107	-2%	-0.2%	CC(C)Sc1nnc([C@@H]2CCCN2C(=O)OC(C)(C)C)o1
108	-1%	-0.4%	CC(C)c1ccccc1OCC(=O)Nc1cccc(C(F)(F)F)c1
109	9%	4.7%	O=[N+]([O-])c1ccc(C2CC(c3ccc(Cl)cc3)=Nc3ccccc3N2)cc1 (stereo not drawn)
110	.	9.8%	O=C(O)c1cccc(Nc2ncnc3c2cnn3-c2ccccc2)c1
111	.	-2.1%	CCN(CC)CCNC(=O)Cn1c(C)cc2ccccc2c1=O

Compound activity: PubChem BioAssay, Sanford-Burnham Center for Chemical Genomics
